ERAP1 HTS inh: ERAP1 (human) enzyme inhibition; inhibition, % at 10.7 µM; recombinant ERAP1, Leu-AMC fluorescence, 60 min; 340,000 tested, 0.15% active; Q9NZ08;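 active means mean replicate inhibition of at least 30%, or all replicates individually reaching that 30% level; inactive means mean below 30% and not every replicate reaching it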;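 further: 0% = neutral control wells and 100% = L-leucinethiol positive control wells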
Target sequence (Q9NZ08 whole entry, looked up): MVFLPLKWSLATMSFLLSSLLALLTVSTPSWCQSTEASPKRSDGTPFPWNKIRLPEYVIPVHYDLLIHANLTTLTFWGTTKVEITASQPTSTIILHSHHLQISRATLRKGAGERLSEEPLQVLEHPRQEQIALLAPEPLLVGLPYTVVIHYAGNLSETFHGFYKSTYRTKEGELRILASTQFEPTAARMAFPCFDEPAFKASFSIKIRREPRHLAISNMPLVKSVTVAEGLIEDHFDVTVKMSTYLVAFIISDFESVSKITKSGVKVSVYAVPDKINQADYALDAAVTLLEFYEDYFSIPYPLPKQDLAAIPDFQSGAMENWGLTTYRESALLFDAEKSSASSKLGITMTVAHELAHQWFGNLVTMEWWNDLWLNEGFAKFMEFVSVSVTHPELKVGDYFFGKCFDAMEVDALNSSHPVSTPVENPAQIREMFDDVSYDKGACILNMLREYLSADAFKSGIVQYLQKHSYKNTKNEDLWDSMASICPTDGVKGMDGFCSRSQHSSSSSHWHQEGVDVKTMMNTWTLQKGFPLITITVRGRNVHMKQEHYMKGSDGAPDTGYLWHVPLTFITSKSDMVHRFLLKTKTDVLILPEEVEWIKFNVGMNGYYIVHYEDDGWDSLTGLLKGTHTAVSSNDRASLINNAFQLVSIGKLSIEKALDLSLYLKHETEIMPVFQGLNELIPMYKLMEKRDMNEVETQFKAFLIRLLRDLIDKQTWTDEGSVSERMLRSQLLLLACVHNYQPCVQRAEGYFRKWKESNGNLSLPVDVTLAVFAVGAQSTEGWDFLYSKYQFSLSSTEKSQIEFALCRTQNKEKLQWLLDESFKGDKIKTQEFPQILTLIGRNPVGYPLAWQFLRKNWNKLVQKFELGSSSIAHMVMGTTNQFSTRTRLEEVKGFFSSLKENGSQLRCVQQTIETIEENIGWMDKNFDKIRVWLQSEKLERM
LGR2 antag: Drosophila LGR2 receptor signaling inhibition; HEK293 LGR2, CRE-luciferase, bursicon-stimulated, 4 h; inhibition, % at 9.99 µM; 380,000 tested, 0.35% active; AID 720647;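 active means drop in luminescence signal, shown as inhibition above about 50% in the replicate tests, limit read from the data, passing the limit was not always enough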;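 further: agonist challenge used bursicon conditioned medium at about half maximal strength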
FN deposition inh: fibronectin deposition inhibition. AH1F fibroblasts, Alexa488-fibronectin deposition fluorescence, overnight. inhibition, % at 12.6 µM. 350,000 tested, 0.086% active. AID 743247;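 active means mean inhibition across replicates of 30% or more, regardless of how many single replicates reach that level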;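 further: positive control wells lacked labelled fibronectin entirely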
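Assay system: AH1F fibroblasts / Quantity: 10000 cells per well / Medium: DMEM plus 2% serum, read in PBS / Reagent: labelled fibronectin 24 nM / Dosing: single dose, pinned / Times: 1 h cell attachment, overnight exposure to compound and label / Signal: fluorescence, ex 485 nm, em 525 nm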
PglD inh: inhibitors of Campylobacter jejuni PglD acetyltransferase; purified PglD enzyme, DTNB colorimetric CoA detection; inhibition, % at 12.5 µM; 360,000 tested, 0.098% active; AID 602405; in the data active means inhibition above about 16%, passing the limit was not always enough; further: strong numbers were not always called active
EWS-Fli inh: blocks EWS/Fli oncoprotein-driven transcription; A673 NR0B1-luciferase reporter, viability-normalised; inhibition, % at 12.6 µM; 350,000 tested, 0.67% active;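 active means mean inhibition of at least 50% after viability correction, with every replicate also passing that limit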;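 further: firefly luciferase signal divided by Alamar Blue viability fluorescence both relative to DMSO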
PGC1a acetyl inh: lowers PGC1a acetylation signal in U2OS cells; AlphaScreen anti-acetyl-lysine; with virally co-expressed GCN5 acetyltransferase; inhibition, % at 15.6 µM; 350,000 tested, 0.17% active;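 active means every replicate shows inhibition of at least 40%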;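 further: 0% = neutral control wells and 100% = positive control wells; some results beyond the cut were filed as inactive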
S100A4 inh HTS: S100A4-myosin IIA interaction inhibition. P26447. 360,000 tested, 0.14% active. inhibition, % at 10.7 µM. S100A4/TAMRA-MyoIIA peptide fluorescence polarization;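 active means mean inhibition of at least 70% across replicates, with every replicate also reaching that level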
Target sequence (P26447 whole entry, looked up): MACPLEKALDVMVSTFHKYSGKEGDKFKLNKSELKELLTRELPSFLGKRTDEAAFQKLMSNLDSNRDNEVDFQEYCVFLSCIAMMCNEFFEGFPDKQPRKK
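assay system = human S100A4 monomer with TAMRA-labelled myosin IIA peptide | also added = labelled myosin peptide probe, 5 nM | incubation = 5 min between mix addition and reading | control set = DMSO and TFP controls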
PAX8 reporter: PAX8 transcriptional activity inhibition; RMG-I TPO-luciferase reporter, SteadyGlo, 24 h; inhibition, % at 12.6 µM; 360,000 tested, 1.2% active; AID 652154;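 active means mean replicate inhibition at least 60% with every replicate also reaching 60%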;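 further: luciferase light reporting Pax8 driven TPO promoter activity; plate controls were median of neutral control wells for no effect and mitoxantrone controls for full effect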
Numbers without * were called inactive; x = no result given; & = joins results of further samples.

The line under a structure holds: ERAP1 HTS inh	LGR2 antag	FN deposition inh	PglD inh	EWS-Fli inh	PGC1a acetyl inh	S100A4 inh HTS	PAX8 reporter
> C=CCn1cnc2c(nnn2-c2cc(C)cc(C)c2)c1=O
→ 0	-6	0	x	-3	-1	1	6
> COc1ccc(CC(NC(C)=O)C(=O)NC2CCN(C(=O)Nc3ccc(C#N)cc3)CC2)cc1OC (stereo not given)
→ 1	1	x	-3	4	-13	-5	x
> CC1CCCCC1N=CC1=C(O)CC(C)(C)CC1=O (stereo not given)
→ x	4	-10	-3	x	4	x	x
> CC1CC(CC(=O)NNc2nc(-c3ccccc3)cs2)C(=O)O1 (stereo not given)
→ 5	-7	-5	-3	-9	x	-11	7
> O=c1c2ccccc2nc(-c2ccccc2)n1/N=C/c1ccc([N+](=O)[O-])cc1
→ x	2	-3	-6	x	x	x	-2
> Cc1nnc(NC(=O)CSc2ccc([N+](=O)[O-])cn2)s1
→ 3	20	2	x	-11	x	-8	5
> Cn1cccc1CNCC(O)c1ccccc1 (stereo not given)
→ -4	13	8	3	10	-5	2	8
> O=C1OCc2ccc(NC(=O)c3c(F)cccc3Cl)cc21
→ 0	-17	x	-4	-16	x	-1	3
> FC(F)(F)c1cc(-c2cccs2)n[nH]1
→ x	x	5	0	x	-1	x	-17
> Clc1ccccc1NN(Cc1ccncc1)c1ccccc1Cl
→ 0	1	-2	0	-7	-25	-1	2
> COC(CNC(=O)c1cc(-c2ccncc2)nc2ccc(S(=O)(=O)N3CCOCC3)cc12)OC
→ 1	3	8	x	1	x	-3	-11
> CN(C)CCNC(=O)c1scc2c1CCCC2
→ -2	-7	-3	x	-1	-22	-15	-6
> CN(Cc1ccccc1)c1ccc([N+](=O)[O-])cc1C(=O)O
→ 3	22	x	x	-5	x	0	6
> N=c1n(Cc2ccc(Cl)cc2)c2ccccc2n1CC(O)COc1ccccc1 (stereo not given)
→ -2	83*	0	1	-15	x	20	56
> NS(=O)(=O)c1cccc(NC(=O)CSc2n[nH]c(-c3ccccc3Br)n2)c1
→ -13	14	1	-1	4	9	-3	-3

Just ERAP1 HTS inh, for 2 of the compounds above:
smiles	ERAP1 HTS inh
Clc1ccccc1NN(Cc1ccncc1)c1ccccc1Cl	0
N=c1n(Cc2ccc(Cl)cc2)c2ccccc2n1CC(O)COc1ccccc1 (stereo not given)	-2

(further entries)
The line under a structure holds: ERAP1 HTS inh	LGR2 antag	FN deposition inh	PglD inh	EWS-Fli inh	PGC1a acetyl inh	S100A4 inh HTS	PAX8 reporter
> Cc1cc(C(=O)NC2CCCc3c2cnn3-c2ccccc2F)nc(C)n1 (stereo not given)
→ -1	27	2	1	15	x	-13	10
> COc1ccc(C(=O)OCc2ccc(C)cc2)cc1S(=O)(=O)N1CCOCC1
→ 1	-17	2	-1	-4	-16	-4	11
> CCOc1ccc(N(CC(=O)N/N=C/c2ccccn2)S(=O)(=O)c2ccc(Cl)cc2)cc1
→ -1	40	7	-4	7	x	-1	14
> Cc1ccc(NC(=O)CSC(C)C(=O)NCCc2ccccn2)cc1 (stereo not given)
→ 1	1	2	x	15	5	2	2
> Cc1cc(C)cc(OCCNC(=O)c2ccc(Br)cc2)c1
→ -1	-8	-9	0	-8	-10	-2	5
> Cc1ccc2c(c1)-c1c(cnn1CC(=O)N1CCCN(Cc3ccccc3F)C1)CO2
→ -1	-11	6	-4	1	-3	7	7
> CCOc1ccc(CN2CCC(C(=O)Nc3cccc(-c4ccn[nH]4)c3)CC2)cc1Cl
→ -1	-7	-2	-1	-3	-5	-1	-44
> CCOP(=O)(c1ccc(N(C)C)cc1)C(O)c1c(Cl)cccc1Cl (stereo not given)
→ x	x	2	-3	x	-5	x	6
> COC(=O)c1cc(Cl)nc2ccccc12
→ 4	24	-7	0	2	5	-4	2
> Cc1nc2c(-c3ccccc3)c(C)nn2c(SCC(N)=O)c1Cc1ccccc1
→ 1	8	3	7	10	0	-3	54
> CCOCCCNS(=O)(=O)c1ccc(NC(=O)c2ccc([N+](=O)[O-])cc2Cl)cc1
→ 2	6	-6	7	x	-1	1	11
> COc1ccc(C2Nc3ccccc3NC3=C2C(=O)CC(C)(C)C3)cc1O (stereo not given)
→ 0	4	-8	-1	-13	2	-3	5
> Cc1nn(C)c(C)c1S(=O)(=O)N1CCCC(C(=O)NCC2COc3ccccc3O2)C1 (stereo not given)
→ 0	-6	4	-6	7	5	25	1
> Cc1c(OC(C)C(=O)NCCCN2CCOCC2)ccc2c3c(c(=O)oc12)CCCC3 (stereo not given)
→ 2	1	-1	1	-8	-7	-2	-5
> CCOC(=O)c1c(C)[nH]c(C(=O)CN(C)CC(=O)Nc2ccccc2C(F)(F)F)c1C
→ 4	0	-22	1	1	5	-4	1

Going on with the list.
The line under a structure holds: ERAP1 HTS inh	LGR2 antag	FN deposition inh	PglD inh	EWS-Fli inh	PGC1a acetyl inh	S100A4 inh HTS	PAX8 reporter
> COc1ccc(CNC(=O)C[C@@H]2C=C[C@@H](NS(=O)(=O)c3cccc(OC)c3)[C@H](CO)O2)cc1
→ 2	-6	x	9	6	-1	12	x
> C[C@@H]1CN([C@H](C)CO)C(=O)c2cc(NS(=O)(=O)c3ccc(Cl)cc3)ccc2O[C@@H](C)CCCCO[C@@H]1CN(C)C(=O)c1ccccc1
→ 0	1	1	5	-6	3	-4	-12
> COc1ccccc1C(=O)NNC(=O)c1ccc2ccccc2c1O
→ -34	1	8	0	-33	x	3	16
> C[C@@H]1CN([C@@H](C)CO)C(=O)c2cc(NS(=O)(=O)c3ccc(F)cc3)ccc2O[C@@H](C)CCCCO[C@@H]1CN(C)C(=O)CCCN(C)C
→ 7	-1	-5	-1	3	-1	-15	-17
> COc1ccc(-c2cnc3c(c2)C(=O)N([C@@H](C)CO)C[C@@H](C)[C@H](CN(C)C(=O)Cc2ccccc2)O3)cc1
→ 5	-1	x	3	10	8	3	x
> O=C(O)c1ccc(OCc2cn3ccccc3n2)cc1
→ 2	-22	2	x	-21	x	-2	6
> Cn1cnc(S(=O)(=O)N2CC[C@@H]3[C@@H](CO)Nc4ccc(-c5ccccc5F)cc4[C@@H]32)c1
→ x	-16	3	0	10	-3	x	-11
> C/C=C/c1ccc([C@@H]2[C@@H](CO)N3CCCCN(CCC(F)(F)F)C[C@@H]23)cc1
→ -3	3	9	0	11	-10	-28	-3
> CCCC(=O)Nc1nc2ccc(S(=O)(=O)N3CCCCC3)cc2s1
→ -1	-32	4	4	41	-5	-2	27
> CCN(CC)S(=O)(=O)c1cccc(C(=O)NCc2ccccc2)c1
→ 1	28	0	x	5	4	7	-2
> Cc1ccc(S(=O)(=O)N(C)C[C@@H]2Oc3ccc(NC(=O)CCCCCC(=O)Nc4ccccc4N)cc3CC(=O)N([C@H](C)CO)C[C@@H]2C)cc1
→ -1	0	x	4	45	9	-25	4
> C[C@H](CO)N1C[C@H](C)[C@@H](CN(C)C(=O)CN(C)C)Oc2cc(C#Cc3ccccc3)ccc2S1(=O)=O
→ -2	14	14	-3	13	-19	-2	x
> COc1ccc(CN(C)C[C@H]2Oc3ccc(NC(=O)Nc4cccc5ccccc45)cc3CC(=O)N([C@@H](C)CO)C[C@@H]2C)cc1
→ -1	-1	x	-2	7	-2	-9	43
> CN1CCN(C(=O)C2=C[C@@H](C(C)(C)C)C[C@@H](OCc3ccc(CO)cc3)O2)CC1
→ 1	-9	-2	0	3&-2	-4&9	1&7	-3&1
> NC(=O)CCN1CCN(Cc2cn[nH]c2-c2cccc3ccccc23)CC1
→ 1	x	8	x	0	x	5	5

Next part:
The line under a structure holds: ERAP1 HTS inh	LGR2 antag	FN deposition inh	PglD inh	EWS-Fli inh	PGC1a acetyl inh	S100A4 inh HTS	PAX8 reporter
> CCN(CC)S(=O)(=O)c1cccc(NC(=O)c2ccc(S(=O)(=O)N3CCCC3)cc2)c1
→ 0	-2	1	2	13	-9	-22	16
> COc1ccc(CN(C)C[C@@H]2OCCCC[C@@H](C)Oc3ccc(NC(=O)CCC(F)(F)F)cc3C(=O)N([C@H](C)CO)C[C@H]2C)cc1
→ 4	2	x	-2	1	-7	15	16
> CN1CCN(C(=O)CCN2C(=O)/C(=C\c3ccc(Cl)cc3Cl)SC2=S)CC1
→ x	x	-6	-4	1	-2	-8	7
> O=C(CN1C(=O)S/C(=C\c2ccccc2Cl)C1=O)NC1C=CS(=O)(=O)C1 (stereo not given)
→ 2	3	6	1	x	9	2	26
> Cc1ccc2[nH]c3c(=O)n(CCN4CCNCC4)cnc3c2c1
→ x	x	-8	0	x	2	x	-10
> Cc1nn(-c2ccncc2)c2c1C(=O)CC(C)(C)C2Br (stereo not given)
→ x	8	-5	7	-2	x	-3	-2
> O=C(OCC(=O)N1CCc2ccccc21)c1ccc(Br)o1
→ 0	-21	-1	5	-4	9	-6	5
> COCC(=O)Nc1ccc2c(c1)C(=O)N(C)C[C@H](OC)[C@@H](C)CN(C(=O)c1ccncc1)[C@@H](C)CO2
→ 1	9	-8	3	7	0	-2	x
> CCC(C)(C)NC(=O)C(c1ccc(OC)cc1)N(CCOC)C(=O)CCC(=O)Nc1nccs1 (stereo not given)
→ 7	30	-4	x	0	x	13	14
> CC(=O)Nc1cccc(NC(=O)CSc2nnc(Cc3cccn3C)n2-c2ccc(F)cc2)c1
→ 6	-8	x	6	-4	-18	0	x
> C[C@@H]1CN([C@@H](C)CO)C(=O)c2cc(NS(=O)(=O)c3ccc(Cl)cc3)ccc2O[C@@H]1CN(C)Cc1ccc(Oc2ccccc2)cc1
→ -5	23	x	-3	20	-2	11	x
> O=C(NNC(=S)Nc1ccc(Cl)cc1)c1cccs1
→ 3	-27	-7	x	-77	x	-2	-15
> CSCCC(NC(=O)c1ccccc1)C(=O)N1CCN(Cc2ccc(Cl)cc2)CC1 (stereo not given)
→ -1	24	8	-2	7	18	-3	40
> COc1ccc(N2CCN(C(=O)COC(=O)[C@@H](NC(=O)c3ccccc3Cl)C(C)C)CC2)cc1
→ -2	1	-7	-1	5	-2	-2	-10
> COc1ccccc1NC(=S)NN=C(C)c1ccccn1
→ 2	-3	8	x	-6	-8	-15	43

Grouped by structure, the compounds so far containing a COOH group
The line under a structure holds: ERAP1 HTS inh	LGR2 antag	FN deposition inh	PglD inh	EWS-Fli inh	PGC1a acetyl inh	S100A4 inh HTS	PAX8 reporter
> CN(Cc1ccccc1)c1ccc([N+](=O)[O-])cc1C(=O)O
→ 3	22	x	x	-5	x	0	6
> O=C(O)c1ccc(OCc2cn3ccccc3n2)cc1
→ 2	-22	2	x	-21	x	-2	6

Remaining list, next part
The line under a structure holds: ERAP1 HTS inh	LGR2 antag	FN deposition inh	PglD inh	EWS-Fli inh	PGC1a acetyl inh	S100A4 inh HTS	PAX8 reporter
> CC(=O)c1cnc2c(C(=O)O)cnn2c1C
→ 1	-4	x	-6	5	3	1	x
> C/C(=C\C=C\c1ccccc1)C(=O)c1c(C)cc(C)[nH]c1=O
→ 1	-15	-9	x	3	x	1	4
> COCC(=O)Nc1ccc2c(c1)OC[C@H](C)N(Cc1ccncc1)C[C@H](C)[C@@H](OC)CN(C)C2=O
→ 2	6	-5	x	-2	5	-15	x
> Cc1nc(N2CCN(c3ccccc3F)CC2)[nH]c(=O)c1C
→ -2	8	-11	-5	3	x	-7	-6
> CN1CCN(CC(=O)Nc2cc(S(=O)(=O)N3CCOCC3)ccc2Cl)CC1
→ 0	9	x	6	5	-7	-1	8
> COC(=O)c1cc(S(=O)(=O)NCC(C)c2ccccc2)c[nH]1 (stereo not given)
→ -1	-3	-2	-2	-8	-12	1	-13
> Cc1nc2c(-c3ccc(F)cc3)c(C)nn2c(C)c1CCC(=O)N1CCN(c2ccccn2)CC1
→ 6	-9	1	-1	-4	4	23	2
> O=C(Cc1cn(Cc2ccccc2)c2ccccc12)Nc1ccc(Nc2cccnc2)cc1
→ 1	16	-6	x	4	x	3	16
> CCn1cc(C2=NCCO2)c2ccccc21
→ 4	11	-3	4	-4	0	6	6
> CC(O)(c1cccnc1)c1nc(/C=C/c2ccccc2)cs1 (stereo not given)
→ 0	6	-5	2	4	32	0	9

Bioassay records as filed in PubChem.
